KDM5B inh: blocks human KDM5B histone demethylase activity. KDM5B demethylase, FDH-coupled NADH fluorescence (FDH is formaldehyde dehydrogenase). Potency, µM (series often up to 57.7 µM), without a hit: at the highest dose activity change, negative = inhibition, actives largely listed as inhibitors. actives 2.6% (n = 220,000); active = well fitted inhibition curve with a large enough effect; inconclusive = small, poorly fitted or top-dose-only effect; inactive = no such curve, though single readings can be large or run the other way; also: 0% is about no effect; nearly all actives have a fitted effect of over 70% in size
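Measured: NADH fluorescence change, 30 min, RT. System: KDM5BΔAP 200 nM final, H3K4me3 peptide, α-KG, Fe(II), ascorbate, NAD⁺ plus FDH, pH 7.5 HEPES. Compounds: titrated, 10 min pre-incubation with enzyme.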
An asterisk follows results filed as active; ? = inconclusive; [ ] = remark or other dose. Potency is read from the fitted curve at half-maximal effect.

SMILES	KDM5B inh
CC[C@H]1CN2CC[C@H]1C[C@@H]2CNS(=O)(=O)c1cccs1	7%[86.2 µM]
CC1=C(C(=O)Nc2ccccc2)S(=O)(=O)CCO1	17%
CCn1ccc(C(=O)N2[C@H]3CC[C@@H]2c2cnc(-c4ccc(F)cc4)nc2C3)n1	24%
CC(=O)c1ccc(NC(=O)NC[C@H]2C[C@@H]3CCN2C[C@@H]3CN2CCSCC2)cc1	10%[86.2 µM]
COc1ccc2[nH]c(C)c(CCNCc3ccc(C(F)(F)F)cc3)c2c1	?
c1ccc(C2CN3CCC2CC3)cc1 (centres undefined)	18%
COc1ccc2c(c1)c(C(=O)OCC(=O)N(C)C)c(C)n2C1CC1	15%
CCC1CCC(NC2CCC(CC)CC2)CC1 (centres undefined)	-10%
CC(C)CN1Cc2ccccc2-n2ccnc2C12CCN(C(=O)c1cccc(F)c1)CC2	-16%
COc1cc(-c2c(C#N)c(N)nc3c2c(=O)nc2sccn23)ccc1OCc1ccccc1C	32%[activator]
CCN(CC)c1ccc(/C=C2\C(=O)NC(=S)N(C)C2=O)o1	-26%
CCCc1nc(C)cc(N2CCC3(CC2)CNC(C(=O)O)C3)n1 (centres undefined)	-28%
CC(C)CN(Cc1cccnc1)C1CN(C(=O)COc2ccc(F)cc2)C1	3%
CNC(C)c1ccc(F)cc1 (centres undefined)	-8%[230 µM]
CCCS(=O)(=O)NC[C@H]1C[C@@H]2CCN1C[C@@H]2c1cc(-c2ccc(F)cc2)nn1C	-13%[86.2 µM]
O=c1c2ccccc2nc(-c2ccccc2Cl)n1-c1ccc(O)cc1	20%
C=CCn1c(C)c(C(=O)OCC)c2cc(O)ccc21	1%
O=C1CSC(c2ccccc2OC2CCCC2)c2cn[nH]c2N1 (centres undefined)	-2%
Cn1nc(C2CCCCC2)cc1[C@H]1CN2CC[C@H]1C[C@@H]2CNS(C)(=O)=O	-13%[86.2 µM]
C#C[C@H]1CN2CC[C@H]1C[C@@H]2CNS(=O)(=O)c1ccc(OC)cc1	-20%[86.2 µM]
COc1ccc(-n2nc(C(=O)NCC(=O)N3CCC4(CC3)OCCO4)c3ccccc3c2=O)cc1Cl	-17%
Cc1cc2c(c(=O)o1)C1(C(=O)Nc3ccccc31)C(C(=O)OCc1ccccc1)=C(N)O2 (centres undefined)	19%
C#CC1(O)CCC2C3CCC4=C/C(=N/OCC(=O)NCC(=O)NC(C(=O)O)C(C)C)CC[C@]4(C)C3CC[C@@]21C (some centres undefined)	-9%
COc1cc2c(cc1Oc1ccccc1)NC(=O)C21CCN(c2ncc(C(C)C)cn2)CC1	28µM*
C=C[C@H]1CN2CC[C@H]1C[C@@H]2CNC(=O)c1ccc(N(C)C)cc1	7%[86.2 µM]
CN1CCN(C(=O)Cc2c[nH]c3ncc(-c4ccsc4)cc23)CC1	40µM*
O=C(O)c1[se]c2ccccc2c1Br	-7%
CSc1nc2ccc(C)cc2c(=O)n1-c1cccnc1	18%
N#CC1(c2ccccc2)CCN(C(=O)C2CCN(C(=O)C3CC3)CC2)CC1	-5%
OCCSCCSCCO	18%
CCOCC(=O)N1CCC2(CC1)c1nccn1-c1ccccc1CN2C	-11%
O=C1NCCOCCN[C@@H]2CCCC[C@H]12	-12%
COc1cc2c(cc1OCc1ccccc1)N([S+](=O)([O-])c1cccc3cccnc13)CC21CCN(C)CC1	-24%
Cc1cc(CN2CCC3(CC2)C(=O)Nc2ccccc23)no1	?
C#CCN(C)C[C@H]1CN2CC[C@H]1C[C@@H]2CNC(=O)Nc1ccsc1	14%[86.2 µM]
COP(=O)(Cc1ccc(C#N)o1)OC	34%[activator]

25 entries from above, sorted by SMILES length, high to low:
SMILES	KDM5B inh
C#CC1(O)CCC2C3CCC4=C/C(=N/OCC(=O)NCC(=O)NC(C(=O)O)C(C)C)CC[C@]4(C)C3CC[C@@]21C (some centres undefined)	-9%
COc1cc2c(cc1OCc1ccccc1)N([S+](=O)([O-])c1cccc3cccnc13)CC21CCN(C)CC1	-24%
CCCS(=O)(=O)NC[C@H]1C[C@@H]2CCN1C[C@@H]2c1cc(-c2ccc(F)cc2)nn1C	-13%[86.2 µM]
COc1ccc(-n2nc(C(=O)NCC(=O)N3CCC4(CC3)OCCO4)c3ccccc3c2=O)cc1Cl	-17%
Cc1cc2c(c(=O)o1)C1(C(=O)Nc3ccccc31)C(C(=O)OCc1ccccc1)=C(N)O2 (centres undefined)	19%
Cn1nc(C2CCCCC2)cc1[C@H]1CN2CC[C@H]1C[C@@H]2CNS(C)(=O)=O	-13%[86.2 µM]
COc1cc2c(cc1Oc1ccccc1)NC(=O)C21CCN(c2ncc(C(C)C)cn2)CC1	28µM*
CC(C)CN1Cc2ccccc2-n2ccnc2C12CCN(C(=O)c1cccc(F)c1)CC2	-16%
C#C[C@H]1CN2CC[C@H]1C[C@@H]2CNS(=O)(=O)c1ccc(OC)cc1	-20%[86.2 µM]
C=C[C@H]1CN2CC[C@H]1C[C@@H]2CNC(=O)c1ccc(N(C)C)cc1	7%[86.2 µM]
C#CCN(C)C[C@H]1CN2CC[C@H]1C[C@@H]2CNC(=O)Nc1ccsc1	14%[86.2 µM]
N#CC1(c2ccccc2)CCN(C(=O)C2CCN(C(=O)C3CC3)CC2)CC1	-5%
COc1ccc2c(c1)c(C(=O)OCC(=O)N(C)C)c(C)n2C1CC1	15%
CN1CCN(C(=O)Cc2c[nH]c3ncc(-c4ccsc4)cc23)CC1	40µM*
CCN(CC)c1ccc(/C=C2\C(=O)NC(=S)N(C)C2=O)o1	-26%
CCOCC(=O)N1CCC2(CC1)c1nccn1-c1ccccc1CN2C	-11%
Cc1cc(CN2CCC3(CC2)C(=O)Nc2ccccc23)no1	?
C=CCn1c(C)c(C(=O)OCC)c2cc(O)ccc21	1%
CSc1nc2ccc(C)cc2c(=O)n1-c1cccnc1	18%
O=C1NCCOCCN[C@@H]2CCCC[C@H]12	-12%
CCC1CCC(NC2CCC(CC)CC2)CC1 (centres undefined)	-10%
COP(=O)(Cc1ccc(C#N)o1)OC	34%[activator]
c1ccc(C2CN3CCC2CC3)cc1 (centres undefined)	18%
CNC(C)c1ccc(F)cc1 (centres undefined)	-8%[230 µM]
OCCSCCSCCO	18%

Additional records follow:
SMILES	KDM5B inh
O=C(Nc1ccc2c(c1)OCCO2)c1cccn(Cc2ccccc2)c1=O	?
Cc1nn(-c2cccc(Cl)c2)c2c1C(c1ccsc1)SCC(=O)N2 (centres undefined)	-14%
COc1cc2c(cc1OCc1ccccc1)N(C(=O)CC(C)C)CC21CCN(C)CC1	-30%[86.2 µM]
COc1cccc(CN2CCCCCCNC(=O)[C@@H]3CCC[C@@H]32)n1	?
CCn1c(O)c(N=Nc2cccc(S(=O)(=O)N3CCOCC3)c2)c(=O)n(CC)c1=S	-9%
O=C(O)c1cc(Cl)ccc1Cl	8%
COc1ccc(-c2cc3c(cc2OC)C2(CCN(C(C)=O)CC2)C(=O)N3)cc1OC	-20%[86.2 µM]
CC(=NCc1ccc2c(c1)OCO2)c1c(O)n(-c2ccccc2)c(=O)[nH]c1=O	28%
CC(C)CCOc1ccc(CCN)cc1	-6%
CN1Cc2ccccc2-n2ccnc2C12CCN(C(=O)c1cccc(F)c1)CC2	-9%
O=C(Nc1ccc(Cl)cc1C(=O)c1ccccc1)c1ccccc1Br	-13%
COc1ncc(-c2cnc3[nH]cc(CC(=O)N4CCN(C)CC4)c3c2)cn1	12%[86.2 µM]

Structural class: the compounds so far containing a furan ring, fused or not (two)
SMILES	KDM5B inh
CCN(CC)c1ccc(/C=C2\C(=O)NC(=S)N(C)C2=O)o1	-26%
COP(=O)(Cc1ccc(C#N)o1)OC	34%[activator]

(further entries)
SMILES	KDM5B inh
Cc1ccc(NC(=O)c2cccn(Cc3ccccc3C)c2=O)c(C)c1	-2%
CCOP(=O)(Oc1ccccc1)c1c([N+](=O)[O-])cc(C(F)(F)F)cc1[N+](=O)[O-] (centres undefined)	-20%
CCOc1ccccc1C(=O)N1CCC2(CC1)c1nccn1-c1ccccc1CN2C	-8%
CCc1ccc(-n2nc(C)c3c2NC(=O)CSC3c2ccc(C(=O)OC)cc2)cc1 (centres undefined)	-26%
O=C(Cc1cccc(Cl)c1)N1[C@H]2CC[C@@H]1c1cnc(-c3ccccc3)nc1C2	-5%
Cc1nc(C2CCCC2)cc([C@H]2CN3CC[C@H]2C[C@@H]3CNC(=O)c2ccco2)n1	-12%[86.2 µM]
Cc1ccc(-n2c(O)c(C=NCc3ccco3)c(=O)[nH]c2=S)cc1C	7%
COc1ccc(NC(=O)CCc2nc(C3=CCN(Cc4cccc(Cl)c4)CC3)no2)cc1OC	?
COc1ccc2ccccc2c1CNCCc1c[nH]c2ccccc12	0%
O=c1cccc2n1CC1CC2CN(Cc2cc3n(n2)CCNC3)C1 (centres undefined)	?
O=C(Nc1ccccc1C(F)(F)F)c1cccn(Cc2ccccc2)c1=O	76%[activator]
COc1cc2c(c(OC)c1)C(=O)OC(C)CCCC(=O)CCCCC2 (centres undefined)	0%
C=CCn1c(O)c(C(CC)=NCc2ccco2)c(=O)[nH]c1=O	-7%
CC(C)C(C(=O)O)c1ccc(Cl)cc1 (centres undefined)	-8%
CCN1C(=O)NC(=O)/C(=C\c2cn(CC(=O)N3CCCC3)c3ccccc23)C1=O	-19%
COc1ccc(-c2ccc(=O)n3c2[C@@H]2C[C@@H](CN(C(=O)C(C)(C)C)C2)C3)cc1	?
C#C[C@H]1CN2CC[C@H]1C[C@@H]2CNC(=O)C1CCCCC1	17%[115 µM]
Clc1ccc2sc(C3CCNCC3)nc2c1	15%
Nc1ccc(F)cc1C(=O)c1ccccc1	-1%
Cc1cc(C)c2[nH]c(C(=O)N3CCC(C#N)(c4ccccc4)CC3)c(C)c2c1	?
O=C1CN=C(c2ccccc2Cl)c2cc(Cl)ccc2N1Cc1cccc(Cl)c1	-31%
CC(C)N1CC2CCC(C1)N2Cc1ccc(-c2cncnc2)cc1	-2%[86.2 µM]
CCOc1ccc(CC(=O)N2CCC3(CC2)c2nccn2-c2ccccc2CN3C)cc1	-13%
O=C(Nc1ccon1)c1cccn(Cc2cccc([N+](=O)[O-])c2)c1=O	3%
C#C[C@H]1CN2CC[C@H]1C[C@@H]2COC(=O)Nc1ccc(C(C)(C)C)cc1	-11%[86.2 µM]
O=c1[nH]c(=S)n(C2CC2)c(O)c1C=NCCN1CCOCC1	-2%
COCCN1C[C@H]2CN(CC3CC3)CCN2C1=O	-13%[115 µM]
CCOC(=O)CCNC(=O)N1[C@H]2CC[C@@H]1c1cnc(C)nc1C2	9%
CC[C@H]1CN2CC[C@H]1C[C@@H]2CNC(=O)Nc1cccc(C#N)c1	-18%[86.2 µM]
O=C(O)CCCC(=O)N1C[C@@H]2C[C@H](C1)c1ccc(-c3ccc(Cl)cc3)c(=O)n1C2	40µM*
C=C(C)CN1CCN(Cc2ccc(OC)cc2)CC1	14%
C[N+]12CCC(CC1)C(C(O)(c1cccc(Cl)c1)c1cccc(Cl)c1)C2 (centres undefined)	12%
COc1ccc(OC)c(-n2c(O)c(/C=C3\C(C)=Nc4ccccc43)c(=O)[nH]c2=O)c1	-11%
O=c1c2ccccc2nc(/C=C/c2ccco2)n1-c1ccccc1	-29%
COC1C(O)CC(OC2C(O)CC(OC3C(O)CC(OC4CCC5(C)C(CCC6[C@@H]5CC(O)C5(C)C(C7=CC(=O)OC7)CCC65O)C4)OC3C)OC2C)OC1C (some centres undefined)	24%
COc1ccc(-c2nc(CN3C(=O)CN=C(c4ccccc4)c4cc(Cl)ccc43)c(C)o2)cc1	-22%
Cn1cccc1C(=O)N1[C@H]2CC[C@@H]1c1cnc(-c3ccc(F)cc3)nc1C2	-10%
O=C1N(Cc2cccnc2)C[C@H]2CN(C3CCC3)CCN12	-16%[115 µM]
Cc1ccnn1CC(=O)N1C[C@@H](c2ccc3c(c2)OCO3)[C@@H]2[C@H]1C1CCN2CC1	-25%
O=[S+]1([O-])NC2(CCN(CC3CCCCC3)C2)COc2ccncc21 (centres undefined)	18%[115 µM]
C=C(C)CSc1nnc(C(N)Cc2c[nH]c3ccccc23)o1 (centres undefined)	-9%
CN1CCC(N[C@@H]2C[C@H](CO)[C@@H](O)[C@H]2O)CC1	?
COc1cccc(C2SCC(=O)Nc3c2c(C)nn3C)c1OC (centres undefined)	18%
CCC1c2cccn2-c2ccccc2CN1C(=O)Nc1ccc(F)cc1F (centres undefined)	-6%
CC1CCN(C[C@H]2CN3CC[C@H]2C[C@@H]3CNC(=O)Nc2cccc(C#N)c2)CC1	-18%[86.2 µM]
COc1ccc(CCNCc2cccc(Cl)c2)cc1	9%
CCOP(=O)(Cc1cc(C(C)=O)c(C)o1)OCC	-21%
N#Cc1cccc(-c2ccc3n(c2=O)C[C@H]2C[C@@H]3CN(C(=O)c3ccc(F)cc3)C2)c1	32µM*
COc1ccccc1N1CCN(C[C@H]2CN3CC[C@H]2C[C@@H]3CNC(=O)Nc2cccc(SC)c2)CC1	0%
Cn1nc(-c2cccs2)cc1[C@H]1CN2CC[C@H]1C[C@@H]2CNS(C)(=O)=O	17%[86.2 µM]
O=C1NCCOCCN[C@H]2CCC[C@@H]12	-2%
COC(=O)c1ccccc1N=Cc1c(O)[nH]c(=O)[nH]c1=O	?
CN1C(=O)[C@H]2CN(Cc3ccccc3)C[C@H]2C1=O	-14%

The list is partial, so the mix of outcomes need not match the whole.
